Source: PubChem (several laboratories)
C-LANA FP – inhibitors of KSHV LANA C-terminal domain DNA binding | MBP-C-LANA/FAM-LBS DNA binding, fluorescence polarization | inhibition, % at 9 µM | 340,000 tested, 0.078% active;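 active means highest replicate inhibition at or above 60% at 9 µM, even if other replicates fall short; inactive means all replicates below 60% inhibition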;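 further: 0% = neutral control wells and 100% = 4 µM acridine orange control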
NSD2 inh – blocks human histone methyltransferase NSD2; O96028; NSD2 peptide methylation, AlphaScreen, 120 min; inhibition, % at 12.5 µM; 310,000 tested, 0.54% active; in the data active means inhibition above about 50%
SR-BI HDL uptake – inhibitors of mouse SR-BI mediated HDL lipid uptake | inhibition, % at 12.5 µM | 320,000 tested, 0.96% active | ldlA[mSR-BI] CHO cells, DiI-HDL uptake fluorescence, 3 h | AID 488896 | Q61009;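 active means mean replicate inhibition of at least 70% and a set share of replicates each scoring 70 or more; inconclusive means meets just one of the two criteria; inactive means fails both criteria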;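 further: 0% = median of neutral control wells and 100% = median of positive control wells; values of inactives mirror those of a sister screen read the other way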
Target sequence (Q61009 whole entry, looked up): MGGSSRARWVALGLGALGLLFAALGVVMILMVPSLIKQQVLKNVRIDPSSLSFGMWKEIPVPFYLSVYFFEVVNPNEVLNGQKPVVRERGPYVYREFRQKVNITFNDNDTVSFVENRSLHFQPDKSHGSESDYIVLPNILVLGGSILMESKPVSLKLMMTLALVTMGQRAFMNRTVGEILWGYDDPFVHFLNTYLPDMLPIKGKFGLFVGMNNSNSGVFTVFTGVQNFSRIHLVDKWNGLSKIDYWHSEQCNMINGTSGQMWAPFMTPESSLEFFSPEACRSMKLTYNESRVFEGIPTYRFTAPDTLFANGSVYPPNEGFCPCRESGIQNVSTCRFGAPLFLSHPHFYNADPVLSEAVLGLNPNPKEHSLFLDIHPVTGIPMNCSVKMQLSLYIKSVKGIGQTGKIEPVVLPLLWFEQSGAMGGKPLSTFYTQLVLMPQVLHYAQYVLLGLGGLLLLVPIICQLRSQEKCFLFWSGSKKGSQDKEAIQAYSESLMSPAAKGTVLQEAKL
PKA-R2B activ – activators of human PKA-R2B complex; AID 504700; 340,000 tested, 0.079% active; activation, % at 11.4 µM; P22694+P31323; PKA-R2B holoenzyme dissociation, Cy5-IP20 fluorescence polarization; R2B truncated from residue 108, S112A mutant; 0% DMSO only, 100% 113 µM cGMP;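 active means activation above a cutoff set at the mean over all compounds plus 3 SD, cut at about 18% in these data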;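 further: higher means more holoenzyme dissociation and a rise in polarization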
SR-BI uptake up – enhances SR-BI lipid uptake from DiI-HDL | CHO ldlA[mSR-BI] cells, DiI-HDL uptake fluorescence, 3 h; 100 = double the neutral-control signal | activation, % at 12.5 µM | 320,000 tested, 0.096% active;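 active means mean replicate activation of at least 60% and every replicate at or above 60%; inconclusive means mean or all-replicate condition met, but not both; inactive means mean below 60% and not all replicates reaching 60%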;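 further: 0% = median plate neutral-control signal and 100% = twice that signal; values of inactives mirror those of a sister screen read the other way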
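material = CHO ldlA[mSR-BI] cells | medium = Ham's F12 with 0.5% BSA, HEPES 25 mM, pH 7.4 | reagent = fluorescent DiI-HDL, 10 µg/mL final | compound dosing = single-point compound dose | incubation = 3 h, 37 °C | measured by = bottom-read fluorescence, 550/595 nm | measure = HDL uptake via cellular fluorescence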
DAGLB inhibitor – blocks human DAGLB lipase activity. HEK293T DAGLB membrane lysate, EnzChek fluorogenic substrate. AID 504411. inhibition, % at 5.17 µM. Q8NCG7. 340,000 tested, 0.059% active; in the data active means inhibition above about 34%;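 further: 0% = enzyme with vehicle and 100% = wells lacking enzyme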
RTF Ca sens inh – cardiac RTF calcium desensitization; IANBD-labeled cardiac RTF, Ca2+ fluorescence; inhibition, % at 7.15 µM; 340,000 tested, 0.12% active; AID 493244;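 active means inhibition above the mean inhibition of all tested compounds plus 3 SD, cut at about 17% in these data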;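 further: assay run at fixed EC70 calcium of 1.6 mM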
PvdQ inh – blocks Pseudomonas aeruginosa PvdQ acylase activity | purified PvdQ acylase, fluorescence plate reader | inhibition, % at 10 µM | 340,000 tested, 0.063% active | AID 488965; in the data active means inhibition above about 30%, passing the limit was not always enough; inconclusive means no clear call, values can overlap the other calls;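 further: 0% = vehicle neutral wells and 100% = reference inhibitor wells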
Arrestin-AP2 inh – human beta-arrestin and AP2 interaction inhibition | FITC-arrestin peptide / GST-AP2 beads, flow cytometry; AP2 beta2 appendage carries R879A mutation | inhibition, % at 10 µM | 340,000 tested, 0.31% active | AID 504490;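 active means inhibition above a set limit, near 3 SD of compounds lacking own fluorescence, cut at about 54% in these data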;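 further: plate controls were DMSO wells for no effect and 5 µM unlabelled arrestin peptide for full effect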
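System: GST-AP2 R879A glutathione beads. Medium: PBS with 0.05% Tween 20 and 0.1% BSA. Also added: FITC-arrestin peptide, 50 nM. Incubation: 12 min plus 1 h, RT. Measured by: high-throughput flow cytometry of beads, ex 488, em 535 nm. Evaluation: percent drop in bead-associated FITC signal.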
Keap1-Nrf2 PPI – disrupts human Keap1 binding to Nrf2 peptide; Q14145; Keap1 Kelch-Nrf2 peptide fluorescence polarization, 1536-well; inhibition, % at 9.4 µM; 340,000 tested, 0.15% active; in the data active means inhibition above about 12%; inconclusive means no clear call, values can overlap the other calls; inactive means below about 7.3%;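 further: human Keap1 Kelch domain with fluorescein labeled Nrf2 9mer peptide probe; 0% = neutral control wells and 100% = peptide positive control; higher means more block of Keap1 binding to Nrf2 peptide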
Target sequence (Q14145 whole entry, looked up, the tested form may be a part): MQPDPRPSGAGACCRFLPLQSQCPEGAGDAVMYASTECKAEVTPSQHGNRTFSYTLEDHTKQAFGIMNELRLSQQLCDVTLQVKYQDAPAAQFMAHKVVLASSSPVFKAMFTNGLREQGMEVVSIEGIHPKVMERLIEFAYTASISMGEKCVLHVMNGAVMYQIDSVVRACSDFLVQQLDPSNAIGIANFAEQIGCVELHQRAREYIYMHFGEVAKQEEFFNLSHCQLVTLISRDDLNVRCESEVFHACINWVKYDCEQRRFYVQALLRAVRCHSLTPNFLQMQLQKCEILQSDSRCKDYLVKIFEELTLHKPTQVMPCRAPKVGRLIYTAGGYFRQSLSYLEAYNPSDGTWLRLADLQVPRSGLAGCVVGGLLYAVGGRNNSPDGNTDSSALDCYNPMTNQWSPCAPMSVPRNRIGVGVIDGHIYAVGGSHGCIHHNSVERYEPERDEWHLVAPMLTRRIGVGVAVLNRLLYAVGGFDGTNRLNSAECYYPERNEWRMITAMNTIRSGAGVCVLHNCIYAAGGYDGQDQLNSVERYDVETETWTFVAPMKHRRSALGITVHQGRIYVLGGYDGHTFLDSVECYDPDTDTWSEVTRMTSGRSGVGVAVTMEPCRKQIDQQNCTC
* = called active by the depositor; ? = inconclusive; . = no result given.

Every second line gives: C-LANA FP, NSD2 inh, SR-BI HDL uptake, PKA-R2B activ, SR-BI uptake up, DAGLB inhibitor, RTF Ca sens inh, PvdQ inh, Arrestin-AP2 inh, Keap1-Nrf2 PPI
O=C(c1cc2ccccc2[nH]1)N1CCOCC1
 : 0.9, 0, -26, -5, 26, 0, 3, -1, -4, -2
Cc1cc(=O)n2[nH]c(N3C(=O)CCC3=O)nc2n1
 : 0.1, -2, -32, -2, 32, 3, 0, -9, -1, -1
N#Cc1ccc(NC(=O)Cn2cnc(S(=O)(=O)N3CCOCC3)c2)cc1
 : -0.4, 1, -4, -2, 4, -1, -7, -11, -8, -1
CCN(CC)S(=O)(=O)c1ccc(N2CCOCC2)c(NC(=O)C(C)(C)C)c1
 : 0.3, 2, 44, -7, -44, 2, 9, -13, -5, 3
COc1cc2ncnc(Nc3ccc4c(c3)OCO4)c2cc1OC
 : -0.8, 4, 2, -4, -2, -1, -5, -3, 6, 0
CCn1cc(CN2CCCC(C(=O)Nc3ccc(-c4cscn4)cc3)C2)cn1 (centres undefined)
 : -0.8, 0, -19, 2, 19, 1, -1, -3, -7, 5
COc1ccc(Br)c(-c2nc(CS(=O)(=O)c3ccc(F)cc3)no2)c1
 : -0.3, -3, 13, -5, -13, -3, -8, -2, 10, -4
O=C(COc1ccc(Br)cc1)Nc1ccc(S(=O)(=O)Nc2ccccn2)cc1
 : 1.0, -2, -10, -13, 10, 0, -6, 10, -11, 4
COCCNC(=O)c1cccc(OC2CCN(C(C)COc3ccccc3)CC2)c1 (centres undefined)
 : 2.2, 4, -10, 3, 10, 2, -5, -12, 15, -2
O=C(COC(=O)CNC(=O)c1ccccc1F)Nc1ccc2c(c1)OCCO2
 : -0.8, 5, -21, 6, 21, -2, -16, -4, 6, -1
COc1ccccc1N1CCN(CC(=O)Nc2ccc(-n3cnnn3)cc2)CC1
 : -1.6, -1, 4, 9, -4, 0, -1, -4, 21, -4
CC1O[C@@H](O[C@H](C)CC/C=C/C(=O)O)C(O)C[C@H]1O (some centres undefined)
 : -0.6, ., 9, -5, -9, -3, -5, -16, 8, -4
Cc1cc(C)c(S(=O)(=O)N2CCCOC2CNC(=O)C(=O)NCc2ccccn2)c(C)c1 (centres undefined)
 : 1.6, 2, -16, -2, 16, 2, -6, -14, ., 6
Cc1nn(Cc2ccc([N+](=O)[O-])cc2)c(=O)n1-c1cccc(F)c1
 : -0.4, 0, 6, -3, -6, -2, 5, 5, 19, 0
COc1ccc(-c2csc(NC(=O)C3CC(=O)N(Cc4ccccc4)C3)n2)cc1OC (centres undefined)
 : 0.0, 1, 65, -11, -65, 3, 3, -6, -10, -5

Eight successive entries from above, quoted:
Every second line gives: C-LANA FP, NSD2 inh, SR-BI HDL uptake, PKA-R2B activ, SR-BI uptake up, DAGLB inhibitor, RTF Ca sens inh, PvdQ inh, Arrestin-AP2 inh, Keap1-Nrf2 PPI
O=C(COc1ccc(Br)cc1)Nc1ccc(S(=O)(=O)Nc2ccccn2)cc1
 : 1.0, -2, -10, -13, 10, 0, -6, 10, -11, 4
COCCNC(=O)c1cccc(OC2CCN(C(C)COc3ccccc3)CC2)c1 (centres undefined)
 : 2.2, 4, -10, 3, 10, 2, -5, -12, 15, -2
O=C(COC(=O)CNC(=O)c1ccccc1F)Nc1ccc2c(c1)OCCO2
 : -0.8, 5, -21, 6, 21, -2, -16, -4, 6, -1
COc1ccccc1N1CCN(CC(=O)Nc2ccc(-n3cnnn3)cc2)CC1
 : -1.6, -1, 4, 9, -4, 0, -1, -4, 21, -4
CC1O[C@@H](O[C@H](C)CC/C=C/C(=O)O)C(O)C[C@H]1O (some centres undefined)
 : -0.6, ., 9, -5, -9, -3, -5, -16, 8, -4
Cc1cc(C)c(S(=O)(=O)N2CCCOC2CNC(=O)C(=O)NCc2ccccn2)c(C)c1 (centres undefined)
 : 1.6, 2, -16, -2, 16, 2, -6, -14, ., 6
Cc1nn(Cc2ccc([N+](=O)[O-])cc2)c(=O)n1-c1cccc(F)c1
 : -0.4, 0, 6, -3, -6, -2, 5, 5, 19, 0
COc1ccc(-c2csc(NC(=O)C3CC(=O)N(Cc4ccccc4)C3)n2)cc1OC (centres undefined)
 : 0.0, 1, 65, -11, -65, 3, 3, -6, -10, -5

Following part:
Every second line gives: C-LANA FP, NSD2 inh, SR-BI HDL uptake, PKA-R2B activ, SR-BI uptake up, DAGLB inhibitor, RTF Ca sens inh, PvdQ inh, Arrestin-AP2 inh, Keap1-Nrf2 PPI
O=C(Nc1nc2c(s1)CCc1ccccc1-2)c1cccs1
 : -0.9, 1, ?, -4, -70, -4, 4, 2, 26, -2
CCCCN(C(=O)c1cccc(S(=O)(=O)N2CCOCC2)c1)c1c(N)n(CCC)c(=O)[nH]c1=O
 : -1.2, 1, ., -4, ., -1, -1, 2, 37, -1
CN1C(=O)OC(C)(C)C1=O
 : -4.3, ., -8, 0, 8, 2, -20, -3, 12, -2
Cc1c(C)c2ccc(OS(C)(=O)=O)c(C)c2oc1=O
 : -0.9, -2, 13, -6, -13, 1, 4, -5, 0, -1
CCc1c(C)nc(SC/C=C/c2ccccc2)[nH]c1=O
 : 2.6, -1, 4, 1, -4, -2, -14, -5, -8, 3
O=C(Oc1ccccc1)c1ccc2c(c1)C(=O)N(Cc1ccncc1)C2=O
 : 0.9, 2, ., -1, ., 0, 0, -6, 8, 4
NC(N)=NCCC[C@H](NC(=O)OCc1ccccc1)C(=O)O
 : 1.0, ., -15, -8, 15, 3, -7, -7, -7, -1
Cc1cccc(OCc2nnc(SCC(=O)O)n2Cc2ccccc2)c1
 : 0.3, ., ., 3, ., 0, -11, -13, 9, 0
COc1cccc(NS(=O)(=O)c2ccc(NC(C)=O)cc2)c1
 : 0.5, ., -27, -1, 27, 2, -3, -6, 4, 0
N=C1C(c2ccccc2)=C(O)CN1c1cccc(S(=O)(=O)Nc2cccc(C(F)(F)F)c2)c1
 : -1.5, 0, 1, -7, -1, 2, -4, 14, -2, -3
Nc1c(-c2cccc(Cl)c2)cnn1-c1cccc([N+](=O)[O-])c1
 : 0.8, 3, 60, -5, -60, 3, 5, -3, -3, 5
O=C(NC(Cc1c[nH]c2ccccc12)C(=O)NCCCN1CCOCC1)c1cccs1 (centres undefined)
 : -0.9, 3, -42, 9, 42, 3, 1, -6, -8, -2
OCCNCCSc1nc(C2CCCCC2)n(-c2ccccc2Cl)n1
 : -0.7, 44, ., -4, ., -5, -5, -14, 1, 0
Nc1ccc(C(=O)N2CCCC2)cc1
 : -1.2, -2, 13, -3, -13, -2, -6, -7, 0, -7
Cc1ccc(C)c(NC(=O)COC(=O)c2ccc(S(=O)(=O)N3CCCCC3)cc2)c1
 : -1.5, -11, -16, 11, 16, 5, -2, -6, 9, 1
O=Cc1ccc(Oc2cnccn2)cc1
 : -1.8, -4, -21, -10, 21, 0, 4, 13, 33, 1
CCOC(=O)Cc1csc(NC(=S)NC(=O)c2cc(OC)cc(OC)c2)n1
 : 0.0, -1, -6, 3, 6, -5, -2, -7, 9, -2
COc1ccc(S(=O)(=O)n2ccc(C)n2)cc1C
 : -0.7, 0, -6, -11, 6, -1, -6, -7, 0, -3
CCCCN(C(C)=O)c1c(N)n(CCC)c(=O)n(CC(=O)Nc2cc(Cl)cc(Cl)c2)c1=O
 : -0.3, -5, -8, -2, 8, 2, -1, -11, -6, -6
O=C1C2CC=C(Cl)CC2C(=O)N1CCc1c[nH]c2ccccc12 (centres undefined)
 : -0.4, 1, 1, 11, -1, 2, -9, -5, 1, 0
c1cc2c(cnc3cscc32)s1
 : 1.4, -1, -21, 4, 21, 2, -4, -7, 11, -3
Cc1ccc(S(=O)(=O)N2CCCC(C(=O)NC3CCCC3)C2)cc1Cl (centres undefined)
 : 10.0, -1, ., -1, ., -3, 1, 12, 57*, 0
Cc1ccc(NC(=O)c2ccc(S(=O)(=O)NCC3CCCO3)cc2)cc1 (centres undefined)
 : -2.2, -5, 2, -3, -2, 1, -7, -8, 5, -3
C=CCOn1c(=O)c(-c2ccc(OCC)cc2)[n+]([O-])c2ccccc21
 : -2.1, 1, 9, -1, -9, -5, -5, -17, -8, -6
COc1ccccc1N1CCN(C2CCN(C(=O)COc3cccc(C)c3)CC2)CC1
 : 3.8, 1, 17, -9, -17, -1, -14, -1, 8, 2
CCOc1ccc(C(=O)NCC(=O)N2CCC3(CC2)NCCc2[nH]cnc23)cc1
 : 1.2, 8, -16, -4, 16, -1, -8, -11, -15, 6
C/C(=N/NC(=O)CNC(=O)c1cccc(F)c1)c1ccc2c(c1)CCCC2
 : 0.2, -4, 21, -1, -21, -1, -2, -4, -3, 2
COC(=O)c1sc2ccc(C)cc2c1C(=O)OC
 : 0.7, -1, 8, -7, -8, -4, 2, -3, -1, 0
O=C1CC(c2ccc(S(=O)(=O)N3CCCCC3)cc2)CN1 (centres undefined)
 : 0.2, 4, 5, -6, -5, -2, -14, -12, 4, 0
COc1ccc(C(=O)NC(C)c2nccs2)cc1OC1CCN(C(C)C)CC1 (centres undefined)
 : 0.1, 5, -6, 6, 6, -3, -9, -4, -1, -2
Cc1cc(C)c(C)c(S(=O)(=O)N2CCN(C(=O)c3ccccn3)CC2)c1C
 : -1.5, -1, 30, 4, -30, 0, -7, -12, -13, -3
O=C(O)COc1ccccc1/C=N/NC(=O)/C(=C\c1ccc2c(c1)OCO2)NC(=O)c1ccccc1
 : 3.7, -4, -1, 0, 1, 3, -5, -7, -21, -7
CCN(CC)c1nc(Oc2ccc(C(=O)NN)cc2)nc(Oc2ccc(C(=O)NN)cc2)n1
 : -0.3, -5, 61, -1, -61, -5, -10, -22, 3, 0
Cc1ccc(NC(=O)c2ccccc2)cc1C
 : 0.2, ., 14, -7, -14, -1, 12, -4, -4, 0
NNC(=O)c1nc(-c2cccc(-n3cccc3)c2)no1
 : -0.6, ., 16, -5, -16, -7, -4, -5, -3, -6
CCc1n[nH]c(=S)n1/N=C/c1ccc(N(CC)CC)cc1
 : -2.2, 5, 1, -11, -1, -1, -6, -2, 19, 2
COc1ccc(-c2cc(=O)oc3c(C)c(OC(C)C(=O)Nc4ccc(CN5CCOCC5)cc4)ccc23)cc1 (centres undefined)
 : 0.2, -1, 30, -5, -30, -6, 2, -6, -25, -1
O=C(NCCc1ccc(Cl)cc1)C1CCN(c2cnccn2)CC1
 : -1.5, -3, 1, 14, -1, 1, -4, 9, 21, 5
Cc1ccc2c(c1)N(C(=O)CCC(=O)NCCCN1CCC(Cc3ccccc3)CC1)CCO2
 : 1.3, ., -30, 2, 30, -2, -6, 0, 16, -5
Cc1nnc(N2C(=O)c3cccc4cccc(c34)C2=O)s1
 : -1.6, 1, -4, 0, 4, 2, -12, -10, -10, 0
COc1cc(C(C#N)N2CCC(c3ccccc3)=N2)ccc1O (centres undefined)
 : 0.3, -2, 5, -4, -5, -1, 7, -9, 2, -2
